Menin MLL FP TR: inhibitors of human menin-MLL interaction, mutant MLL peptide. O00255. Menin + Texas Red MLL mutant peptide, fluorescence polarization. Potency, µM (top dose mostly 61.6 µM), for inactives: at the top dose FP activity change, negative = inhibition, hits mostly inhibitors. actives 0.23% (n = 270,000); active means well fitted inhibition curve with a large enough effect in the polarisation, with a control signal flat, not every such curve was filed as active; inconclusive means small, poorly fitted or top-dose-only effect, or effect the other way, or a change in a side signal; inactive means no such curve, though single readings can be large or run the other way; the % refers to the polarisation; further: potency means the concentration at half of the fitted maximal effect; % of control where 0% means no effect; many of its hits are not listed in these tables
Target sequence (O00255 whole entry, looked up): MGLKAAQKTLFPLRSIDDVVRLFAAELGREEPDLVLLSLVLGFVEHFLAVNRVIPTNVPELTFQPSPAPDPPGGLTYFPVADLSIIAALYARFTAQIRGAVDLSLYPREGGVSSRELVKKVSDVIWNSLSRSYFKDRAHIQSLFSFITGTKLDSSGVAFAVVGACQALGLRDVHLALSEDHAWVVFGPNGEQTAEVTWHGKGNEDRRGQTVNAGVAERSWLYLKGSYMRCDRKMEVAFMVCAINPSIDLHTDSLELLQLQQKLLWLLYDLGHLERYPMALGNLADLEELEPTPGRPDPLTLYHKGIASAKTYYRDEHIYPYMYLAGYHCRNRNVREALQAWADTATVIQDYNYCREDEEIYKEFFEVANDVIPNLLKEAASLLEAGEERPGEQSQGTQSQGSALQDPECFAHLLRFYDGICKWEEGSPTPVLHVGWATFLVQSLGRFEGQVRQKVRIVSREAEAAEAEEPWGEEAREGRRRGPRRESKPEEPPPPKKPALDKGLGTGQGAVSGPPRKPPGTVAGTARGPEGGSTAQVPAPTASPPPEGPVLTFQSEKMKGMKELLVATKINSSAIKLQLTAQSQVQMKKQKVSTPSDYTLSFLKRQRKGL
B2AR arrestin: beta2AR (human) beta-arrestin recruitment activity; beta-arrestin recruitment to beta2AR, cell-based reporter; actives 0.02% (n = 330,000); AID 492947; P07550; Potency, µM (doses to about 46.1 µM), for inactives: top-dose activation, usual class: activators;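 further: potency means the concentration at half of the fitted maximal effect; 0% = DMSO controls and full agonism = EC100 isoproterenol or metaproterenol; nearly all actives have a fitted effect of over 65% in size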
BCR signal inh: blocks chronic active B-cell receptor signaling; Potency, µM (doses to about 46.1 µM), for inactives: at the top dose ratio change, negative = lower green/red ratio, hits mostly inhibitors; ABC-DLBCL IkBa-CBG/CBR reporter, luminescence ratio, 4 h; actives 0.05% (n = 340,000); active means well fitted inhibition curve with a large enough effect in the signal ratio, with a control signal flat, not every such curve was filed as active; inconclusive means small, poorly fitted or top-dose-only effect, or effect the other way, or a change in a side signal; the % refers to the signal ratio;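 further: potency means the concentration at half of the fitted maximal effect; plate controls were basal doxycycline-induced cells for no effect and cells given 10 µM MG132 for full effect; MG132 reads +100%, hits lower the ratio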
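TMD8 human ABC-DLBCL cells with doxycycline-inducible IκBα–green luciferase fusion and unfused red luciferase, in 0.5% FBS medium; compounds up to 46 uM, 4 h at 37C. Green/red luminescence ratio, filter-overlap corrected, fitted to concentration-response curves.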
FBPA coupling cs: coupling enzyme interference in Giardia aldolase counter-screen. coupling enzyme system counterscreen, AmpLite Red fluorescence. activity change, negative = inhibition, % at 58.2 µM, hits read low. actives 0.67% (n = 290,000). AID 2472; in the data active means activity change below about -30%; further: on the % scale 0 is the no-effect control and ±100 the full control effect
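Coupling enzymes only (glyceraldehyde-3-phosphate) + compound, at 57.5 uM final, 10 min RT; add substrate/coupling/AmpLite Red mix, 20 min RT; fluorescence ex 525/em 598 nm. Actives flag coupling-system interference.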
GALK inh: galactokinase (human) inhibition. P51570. Purified GALK, Kinase-Glo residual ATP luminescence. Potency, µM (series often up to 57.5 µM), for inactives: at the highest dose activity change, negative = inhibition, actives largely listed as inhibitors. actives 0.007% (n = 270,000). AID 1868; further: potency means the concentration at half of the fitted maximal effect; on the % scale 0 is the no-effect control and ±100 the full control effect
Target sequence (P51570 whole entry, looked up): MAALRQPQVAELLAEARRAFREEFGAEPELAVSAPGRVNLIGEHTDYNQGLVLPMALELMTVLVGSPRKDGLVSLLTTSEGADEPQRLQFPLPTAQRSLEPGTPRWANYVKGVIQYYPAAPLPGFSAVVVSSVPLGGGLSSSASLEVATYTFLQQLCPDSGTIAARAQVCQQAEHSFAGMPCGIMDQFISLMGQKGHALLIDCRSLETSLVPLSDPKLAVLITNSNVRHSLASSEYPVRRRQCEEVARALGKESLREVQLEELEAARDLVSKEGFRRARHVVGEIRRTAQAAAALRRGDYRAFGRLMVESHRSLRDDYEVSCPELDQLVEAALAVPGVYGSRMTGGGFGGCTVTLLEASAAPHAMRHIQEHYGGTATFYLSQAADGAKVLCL
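5 nM enzyme, 35 uM ATP, 100 uM galactose, 20 mM HEPES pH8.0, 5 mM MgCl2; 1 h RT; residual ATP by Kinase-Glo Plus luminescence, qHTS format.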
Giardia kill: kills Giardia lamblia; Giardia lamblia trophozoite viability; activity change, % at 7.66 µM, hits read low; actives 0.15% (n = 340,000); in the data active means activity change below about -80%; inconclusive means between about -30% and that limit;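 further: parasites exposed to compound for two days anaerobically before the ATP read; on the % scale 0 is the no-effect control and ±100 the full control effect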
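Luminescence from cellular ATP indicates surviving trophozoites (100 cells/well) following 48 hrs anaerobic compound treatment at 37 deg C; signal develops 15-30 min at room temperature.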
S-ASM inh: inhibitors of human secretory acid sphingomyelinase | actives 0.006% (n = 340,000) | Potency, µM (doses to about 57.5 µM), without a hit: top-dose activity change, negative = inhibition, actives largely listed as inhibitors | placental ASM, HMU-PC fluorogenic substrate, 60 min | P17405; further: potency means the concentration at half of the fitted maximal effect
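Fluorescence read-out (Ex 386 nm, Em 447 nm) after stopping the reaction at pH 10. Enzyme: ASM from human placenta; substrate HMU-PC0, 9 uM final; 60 min, 37 °C. Compound preincubation 10 min, ambient temperature.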
Tb PFK inh: blocks T. brucei phosphofructokinase; T. brucei PFK, ADP-Glo luminescence; actives 0.17% (n = 330,000); Potency, µM (series often up to 57.5 µM), for the others: at the highest dose activity, negative = inhibition, hits mostly inhibitors; O15648;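 further: potency means the concentration at half of the fitted maximal effect; 0% = uninhibited 1x PFK enzyme wells and -100% = no-enzyme wells; nearly all actives have a fitted effect of over 60% in size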
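Compounds were pin-transferred as a titration series up to 57 uM into substrate buffer (0.5 mM F6P, 0.1 mM ATP, pH 8.0), then 1.25 nM PFK was added and reactions ran 45 min before ADP-Glo detection.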
PKM2 activator: PKM2 (human) enzyme activation; P14618; actives 0.34% (n = 260,000); purified PKM2, Kinase-Glo ATP luminescence, activation; response scale: 0% is enzyme alone, no compound; Potency, µM (titrated, usually from 57.5 µM), without a hit: top-dose activation, most hits filed as activators; AID 1631; further: potency means the concentration at half of the fitted maximal effect; on the % scale 0 is the no-effect control and ±100 the full control effect; nearly all actives have a fitted effect of over 55% in size
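Purified hPK-M2 (>95% pure) converted ADP (0.1 mM final) to ATP with 0.5 mM PEP in 50 mM imidazole pH7.2, KCl, MgCl2, Tween 20, BSA; 1 h at room temperature. ATP detected by Kinase-Glo luminescence.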
TSG101-PTAP inh: blocks PTAP/TSG101 interaction to inhibit HIV-1 budding | AID 493005 | Potency, µM (doses to about 115 µM), for inactives: at the top dose activity change, negative = inhibition, usual class: inhibitors | Q99816 | Fluorescence polarization, FITC-PTAP peptide / Tsg101 binding | 340,000 tested, under 10 active; active means well fitted inhibition curve with a large enough effect in the main read-out, with a control signal flat, not every such curve was filed as active; inconclusive means small, poorly fitted or top-dose-only effect, or effect the other way, or a change in a side signal; inactive means no such curve, though single readings can be large or run the other way; further: potency means the concentration at half of the fitted maximal effect; % of control where 0% means no effect
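Compounds were pin-transferred onto Tsg101 binding domain (10 uM final) in HEPES pH 7.5 buffer, then FITC-PTAP peptide was added at 50 nM final. After 20 min at RT, polarization reported peptide displacement across a qHTS concentration series.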
Integrin act MD: activates integrin-mediated alleviation for muscular dystrophy | AID 624291 | alpha7betagal myoblasts, beta-gal FDG fluorescence, 48 h | Potency, µM (highest dose often 38.3 µM), without a hit: top-dose activation, hits mostly activators | actives 0.064% (n = 350,000);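 further: potency means the concentration at half of the fitted maximal effect; 100% = response of the positive control SU9516; nearly all actives have a fitted effect of over 60% in size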
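Alpha7betagal+/- myoblasts (passage 13) were plated 16-24 hr, then exposed to compounds (1:260 dilution of DMSO stock) for 48 hours at 37C. After MPER lysis, β-galactosidase reporter activity was read as FDG fluorescence (ex 480/em 540) after 30 minutes.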
* marks the source's active call; other numbers are inactive results; [ ] = remark or other dose. Unless noted, the call rests on the fitted dose curve; in most records, active means well fitted curve in the direction sought with a large enough effect; inconclusive means small, poorly fitted or top-dose-only effect, or another doubt; inactive means no such curve, though single readings can be large; an effect the other way counts as inactive or inconclusive. A portion of the library, so the mix of outcomes need not match the whole.

Screening CCN1CCN(c2c(C=O)c(Cl)nc3ccc(OC)cc23)CC1 returned Menin MLL FP TR 1.2%, B2AR arrestin -0.6%, BCR signal inh 7.4%, FBPA coupling cs -0.1, GALK inh 3.3%, Giardia kill inconclusive, S-ASM inh -1.6%, Tb PFK inh -1.7%, PKM2 activator 0.4%, TSG101-PTAP inh -12.4% and Integrin act MD -15.5%.
For Cn1c(=O)[nH]c(=O)c2c1nc(N1CCOCC1)n2CCCSc1ncccn1 the results were Menin MLL FP TR 3.4%, B2AR arrestin -1.2%, BCR signal inh -0.2%, FBPA coupling cs 2.7, GALK inh 5.9%, Giardia kill 9.7, S-ASM inh 5.2%, Tb PFK inh 1.7%, PKM2 activator -7.8%, TSG101-PTAP inh -4.8% and Integrin act MD 0.2%.
COc1ccc(S(=O)(=O)O)cc1P(=O)(c1ccccc1)c1ccccc1 was read as Menin MLL FP TR -1.4%, B2AR arrestin 0.4%, BCR signal inh 0.0%, FBPA coupling cs 0.7, GALK inh -1.7%, Giardia kill -8.5, S-ASM inh 17.3%, Tb PFK inh -1.6%, TSG101-PTAP inh -5.8% and Integrin act MD 19.3%.
Cc1ccc(CSCCNC(=O)/C=C/c2ccc(Cl)cc2)cc1 was read as Menin MLL FP TR -12.4%, B2AR arrestin 0.6%, BCR signal inh -9.1%, FBPA coupling cs 3.2, GALK inh 2.5%, Giardia kill -1.0, S-ASM inh 3.1%, Tb PFK inh -0.4%, PKM2 activator 1.5%, TSG101-PTAP inh -5.3% and Integrin act MD 0.0%.
COc1ccc(OC)c(NC(=O)C2CCCN2C(=O)C2CCC(C)CC2)c1 (centres undefined) was read as Menin MLL FP TR 1.3%[11.7 µM], B2AR arrestin -0.6%, BCR signal inh -2.4%, FBPA coupling cs 0.9, GALK inh 1.9%, Giardia kill 0.8, S-ASM inh -0.5%, Tb PFK inh -1.7%, PKM2 activator -0.4%, TSG101-PTAP inh -0.1% and Integrin act MD 8.5%.
O=C(O)c1ccc(-n2cccc2/C=C2/NC(=O)N(c3cccc(Cl)c3)C2=O)cc1 was read as Menin MLL FP TR 2.9%, B2AR arrestin 0.0%, BCR signal inh -3.5%, FBPA coupling cs 1.6, GALK inh -1.8%, Giardia kill -9.7, S-ASM inh 1.3%, Tb PFK inh -24.9%, PKM2 activator inconclusive, TSG101-PTAP inh 3.3% and Integrin act MD 8.7%.
Cc1[nH]oc(=O)c1N=Nc1ccccc1 was read as Menin MLL FP TR 1.8%, B2AR arrestin 1.8%, BCR signal inh inconclusive, FBPA coupling cs 4.0, GALK inh 0.3%, Giardia kill -9.9, S-ASM inh -3.4%, Tb PFK inh 1.1%, PKM2 activator 1.4%, TSG101-PTAP inh -3.2% and Integrin act MD 16.0%.
`O=C(COC(=O)Cc1cccc(C(F)(F)F)c1)Nc1ccccc1` gave Menin MLL FP TR 9.7%, B2AR arrestin 0.0%, BCR signal inh inconclusive, FBPA coupling cs -6.4, GALK inh -0.1%, Giardia kill -7.7, S-ASM inh -8.5%, Tb PFK inh -12.0%, PKM2 activator -3.3%, TSG101-PTAP inh -3.7% and Integrin act MD 5.8%.
COc1ccc(-c2[nH]nc3c2C(c2ccsc2)C(C#N)=C(N)O3)cc1 (centres undefined) was read as Menin MLL FP TR 42.3%[activator], B2AR arrestin 0.4%, BCR signal inh -12.0%, FBPA coupling cs 0.2, GALK inh -6.5%, Giardia kill -6.9, S-ASM inh -8.6%, Tb PFK inh 5.0%, PKM2 activator 0.4%, TSG101-PTAP inh -11.4% and Integrin act MD -25.0%.
`CCOc1ccc(/C=C2\SC(=O)N(CCNC(=O)C3COc4ccccc4O3)C2=O)cc1OC` (centres undefined) gave Menin MLL FP TR 8.2%, B2AR arrestin -0.8%, BCR signal inh -0.7%, FBPA coupling cs -1.9, GALK inh 1.9%, Giardia kill 8.5, S-ASM inh -2.9%, Tb PFK inh 3.1%, PKM2 activator 0.7%, TSG101-PTAP inh 0.4% and Integrin act MD -40.5%.
For O=C(Nc1cccc(NC(=O)c2ccc(Cl)cc2Cl)c1)c1cccnc1 the results were Menin MLL FP TR inconclusive, B2AR arrestin -0.4%, BCR signal inh inconclusive, FBPA coupling cs -1.6, GALK inh 7.6%, Giardia kill -1.2, S-ASM inh -0.6%, Tb PFK inh -8.4%, TSG101-PTAP inh 1.0% and Integrin act MD -15.5%.
Screening CCn1cc(C(=O)NNC(=O)c2ccc(Cl)cc2)c(=O)c2ccc(C)nc21 returned Menin MLL FP TR inconclusive, B2AR arrestin -1.5%, BCR signal inh inconclusive, FBPA coupling cs 1.6, GALK inh 0.9%, Tb PFK inh 4.4% and PKM2 activator -0.4%.
O=C(COC(=O)CCC(=O)c1ccc(F)cc1)NCc1ccc(Cl)cc1 was read as B2AR arrestin 7.3%, BCR signal inh -0.9%, Giardia kill -7.5, S-ASM inh -1.0%, Tb PFK inh -7.2%, TSG101-PTAP inh -3.4% and Integrin act MD -8.6%.
`COc1cc2c(cc1OC)CN(C(=O)c1nn(Cc3ccccc3)c(=O)c3ccccc13)CC2` gave B2AR arrestin 3.2%, BCR signal inh inconclusive, Giardia kill 14.2, S-ASM inh -0.9%, Tb PFK inh 1.9%, TSG101-PTAP inh -1.8% and Integrin act MD -46.0%[inhibitor].
Screening COc1ccc(N2CCN(c3ncccc3C#N)CC2)cc1 returned Menin MLL FP TR -4.3%, B2AR arrestin -0.3%, BCR signal inh -0.4%, FBPA coupling cs 2.1, GALK inh 1.7%, Giardia kill -8.9, Tb PFK inh -3.2%, PKM2 activator -8.6%, TSG101-PTAP inh -2.0% and Integrin act MD 13.6%.
For O=C(Cn1cc([N+](=O)[O-])cn1)Nc1ccn(Cc2c(F)c(F)cc(F)c2F)n1 the results were B2AR arrestin 0.0%, BCR signal inh inconclusive, FBPA coupling cs 2.9, GALK inh -1.9%, Giardia kill inconclusive, S-ASM inh 2.6%, Tb PFK inh 1.2%, PKM2 activator 4.1%, TSG101-PTAP inh 0.4% and Integrin act MD -2.6%.
Screening CCCOc1ccc([N+](=O)[O-])cc1C1NC(=S)NC(c2ccccc2)=C1C(=O)OCC (centres undefined) returned Menin MLL FP TR -18.2%, B2AR arrestin -1.1%, BCR signal inh 7.1%, FBPA coupling cs -2.8, GALK inh -2.9%, Giardia kill 26.5, S-ASM inh -2.2%, Tb PFK inh -0.5%, PKM2 activator 2.7%, TSG101-PTAP inh -11.3% and Integrin act MD 1.5%.
COc1nc(OCCNS(=O)(=O)c2ccc(C)cc2)nc(N(C)C)n1 was read as B2AR arrestin -0.7%, BCR signal inh 1.0%, FBPA coupling cs -1.4, GALK inh -3.5%, Giardia kill 0.4, S-ASM inh 6.8%, Tb PFK inh 0.6%, PKM2 activator 18.5%, TSG101-PTAP inh -1.8% and Integrin act MD 5.9%.
For Cc1cccc2cc(C(c3nnnn3C(C)(C)C)N3CCN(C(=O)c4ccco4)CC3)c(=O)[nH]c12 (centres undefined) the results were Menin MLL FP TR -7.4%, B2AR arrestin -0.1%, BCR signal inh -0.2%, FBPA coupling cs 0.9, GALK inh -2.4%, Giardia kill 0.8, S-ASM inh 3.3%, Tb PFK inh -27.9%, PKM2 activator 29.7%, TSG101-PTAP inh -12.6% and Integrin act MD 1.9%.
Screening Cc1ccc(C(=O)O)cc1-c1ccc(/C=C2\SC(=O)N(CC(=O)Nc3ccccc3)C2=O)o1 returned Menin MLL FP TR inconclusive, B2AR arrestin -0.2%, BCR signal inh 7.6%, FBPA coupling cs -1.2, GALK inh -12.4%, Giardia kill 1.6, S-ASM inh 77.1%[activator], Tb PFK inh 0.5%, PKM2 activator inconclusive, TSG101-PTAP inh 3.0% and Integrin act MD 26.3%.
Screening CCCN(CC(=O)Nc1ccccc1OC)C(=O)CC1CCCC1 returned B2AR arrestin -0.2%, BCR signal inh -0.4%, Giardia kill 3.8, S-ASM inh -3.1%, Tb PFK inh 12.8%, TSG101-PTAP inh -4.1% and Integrin act MD 21.9%.
O=C(OCC(=O)N1CCOCC1)c1cc(-c2ccccc2)nc2ccccc12 was read as B2AR arrestin 0.1%, BCR signal inh -2.1%, Giardia kill 0.6, S-ASM inh -9.7%, Tb PFK inh -2.6%, TSG101-PTAP inh 1.0% and Integrin act MD 11.0%.
Screening O=c1c2cc(Cl)ccc2nc(-c2ccc(Cl)c(Cl)c2)n1O returned B2AR arrestin 0.2%, BCR signal inh inconclusive, FBPA coupling cs -0.2, GALK inh -5.2%, Giardia kill -11.2, S-ASM inh -4.1%, Tb PFK inh 0.8%, PKM2 activator -1.6%, TSG101-PTAP inh 0.8% and Integrin act MD -34.3%.
